West Nile antiviral: West Nile virus antiviral activity, cell-based, CPE readout (AID 1621) | 290,000 compounds, 0.02% hits | West Nile virus-infected cells, CPE inhibition; higher % means a stronger effect | CPE inhibition, % at 10 µM, or IC50 in µM where a hit was titrated; in the data active = a potency from the dose series; also: strong numbers were not always called active
Myeloid diff MLP: induction of myeloid progenitor differentiation, primary screen, cell-based, flow cytometry, MLPCN library | 360,000 compounds, 1% hits | AID 624256, 2012 | ER-HoxA9 myeloid progenitors, lysozyme-GFP differentiation | calls only at 10 µM;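 active = normalized GFP-positive differentiation at or above the plate's own cutoff, the solvent-only control mean plus 3 SD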;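 also: cells exposed to compound for four days before flow analysis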
MT stabilize HCS: microtubule stabilizers in HeLa cells, primary screen, imaging, high-content imaging. HeLa tubulin immunostaining HCS, 24 h; share of cells brighter than vehicle mean+2SD. % tubulin-high responders, % at 10 µM. 200,000 compounds, 0.83% hits;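 active = plate Z-score above 3 for both tubulin-high and condensed-nucleus cell shares, with cell loss under 80%, at 10 µM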;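 also: anti alpha tubulin signal scored within the nucleus-defined area of each cell; some results filed as inactive read as strong as hits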
T cell HTS: modulators of CD8 T cell-vesicle binding, primary screen, mouse 2C CD8+ T cells, flow cytometry | AID 2052, 2009 | calls only at 7 µM | 2C CD8+ T cell-vesicle binding; hits give low values | 330,000 compounds, 0.068% hits;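 active = response, share of CD8 T cells binding vesicles, and their 90th percentile fluorescence all below set limits, cut at about 80% in these data, passing the limit was not always enough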
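Read-out – percent CD8+ FL2 mean versus row control · System – murine 2C transgenic CD8+ T lymphocytes · Times – 1.5 h cell–vesicle binding at 37 °C, then 20 min icy labelling · Control set – naked vesicles low, QL9 vesicles with vehicle high · Detection – cytometric PE anti-B7-1 and Alexa647 anti-CD8 signals after 1% paraformaldehyde fixation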
Hep lipid drop: inhibitors of hepatocyte lipid droplet formation, primary screen, imaging, high-throughput imaging, BODIPY stain | AML12 mouse hepatocytes, oleate lipid droplets | inhibition, % at 6.5 µM | 240,000 compounds, 0.4% hits;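 active = lipid droplet intensity inhibited by at least 50%, with more than 500 cells counted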
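Assay system: AML12 hepatocytes (mouse) / Also added: 100 µM oleic acid challenge / Times: overnight treatment with compound plus oleate / Detection: high-content imaging of BODIPY-stained droplets and DAPI nuclei / Evaluation: % inhibition of lipid droplet signal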
bCat nuc transl: modulators of beta-catenin nuclear translocation, primary screen, imaging, HeLa cells, immunofluorescence, high-content; 190,000 compounds, 0.3% hits; nuclear translocation activity, % at 5 µM;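 active = nuclear translocation activity above 50% at 5 µM, with a well cell count of 50 or more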;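 also: per-cell ratio of nuclear to cytoplasmic median beta-catenin stain intensity; plate controls were DMSO negative control for no effect and GSK-3 inhibitor IX positive control for full effect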
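Test system: human HeLa cells, endogenous beta-catenin. Times: 24 h compound exposure, 37°C. Measured by: beta-catenin immunofluorescence imaging with DAPI.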
WT yeast gro inh: growth inhibition of WT strain, primary screen, mitochondrial fusion inhibitor project, WT and mutant strains, chemical genetic | inhibition, % at 10 µM | 190,000 compounds, 2.1% hits | AID 1362, 2008 | mitochondrial fusion phenotypic screen; in the data active = inhibition above about 58%; tested in S. cerevisiae
Insulin prom up: insulin promoter activators in MIN6 cells, imaging, high-content screening, mouse beta cells. z-score at 5 µM. 190,000 compounds, 0.3% hits. MIN6 insulin promoter-GFP reporter; hits give high values;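 active = z-score above 3 at 5 µM with at least 500 cells counted in the well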
Autophagy mod: autophagy modulators in MEF cells, primary screen, imaging, high-content, MEF GFP-LC3 | 190,000 compounds, 0.98% hits | MEF GFP-LC3 puncta imaging; test concentration mostly 10 µM | AID 463193, 2010 | calls only at 10 µM (by protocol);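 active = percentage of spot-positive cells more than 3 SD above its plate mean, without a fluorescence outlier flag or 80% toxicity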;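 also: spot-positive cell cutoff set from DMSO-treated cells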
WT yeast gro inh mutant strain: further read-out of WT yeast gro inh, marked with its call; inhibition, %; mitochondrial fusion phenotypic screen, mutant strain inhibition
Insulin prom up cell count: also measured in Insulin prom up; calls as there; cell count; measured here: cytotoxicity, nuclei count;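 total cells summed across four imaged fields per well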
Hep lipid drop cells 6.5 µM: further read-out of Hep lipid drop, marked with its call; cell count; measured here: cell count, cytotoxicity flag;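 cells counted across two imaged fields per well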
bCat nuc transl cell count 5 µM: also measured in bCat nuc transl; calls as there; cell count; measured here: cell count, cytotoxicity flag
T cell HTS vesicle-bound %: further read-out of T cell HTS, marked with its call; double positive events, %; measured here: CD8+ vesicle-bound cell fraction;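 binding gate set so that unloaded-vesicle control wells show 10% double positive cells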
MT stabilize HCS Hoechst-high %: also measured in MT stabilize HCS; calls as there; % Hoechst-high responders; measured here: nuclear condensation Hoechst responders;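 share of cells brighter than vehicle mean plus two SD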
MT stabilize HCS cytotoxicity %: recorded beside MT stabilize HCS, whose call it bears; toxicity, %; measured here: cytotoxicity by cell density;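 0% = mean cell density of plate MIN control wells and 100% = no cells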
Autophagy mod cell loss 18 h: also measured in Autophagy mod; calls as there; toxicity, %; measured here: cell loss, nuclei count;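 cell loss after 18 h compound exposure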
Myeloid diff MLP GFP+ MAC1+ %: also measured in Myeloid diff MLP; calls as there; GFP+ MAC1+ double positive, %; measured here: differentiation confirmed by MAC1 staining
* marks the source's active call; other numbers are inactive results; i = inactive; . = not tested or not shown; + = active, no number.

cpd | molecule | West Nile antiviral | Myeloid diff MLP | Myeloid diff MLP GFP+ MAC1+ % | MT stabilize HCS | MT stabilize HCS Hoechst-high % | MT stabilize HCS cytotoxicity % | T cell HTS | T cell HTS vesicle-bound % | Hep lipid drop
1 | COc1ccc(CNC(=O)CSc2ccc(Br)cc2)cc1OC | -0.5% | i | 0.4 | 2.0 | 3.1 | 8.8 | i | 43 | -4
2 | CSCC(=O)N1CCc2ccc(NC(=O)c3ccccc3Cl)cc2C1 | -0.8% | i | 0.4 | . | . | . | i | 55 | 2
3 | O=C1CCCN1CCC1CCN(C(=O)Nc2ccccc2)CC1 | -0.1% | i | 6.6 | 1.9 | 0.1 | 21 | i | 28 | 2
4 | CN1CCN(C(=O)c2ccc3c(c2)NC(=O)C(N2CCOCC2)S3)CC1 (stereo unspecified) | 0.3% | i | 1.0 | 2.7 | 3.2 | 0.8 | i | 17 | .
5 | Cc1cc(=O)[nH]c(SCc2nnnn2-c2ccc(Cl)cc2)n1 | -0.2% | i | 0.9 | 5.5 | 3.1 | 0.6 | i | 41 | 17
6 | CSc1ccccc1Sc1cc(C(=O)O)c2ccccc2n1 | 0.2% | i | 0.2 | 3.1 | 3.3 | 8.4 | i | 36 | -20
7 | COc1ccc(S(=O)(=O)N(CC(=O)NCCSc2ccccn2)c2ccccc2)cc1 | -0.2% | i | 1.3 | . | . | . | i | 30 | 0
8 | Cc1c(C(O)CN2CCC(C(N)=O)CC2)c2ccccc2n1C (stereo unspecified) | 0.1% | i | 1.0 | 1.6 | 2.4 | 14 | i | 5 | .
9 | COc1ccc2cc(CN(CC3CCCO3)S(=O)(=O)c3ccccc3)c(=O)[nH]c2c1 (stereo unspecified) | -1.1% | + | 6.3* | 1.7 | 1.7 | 5.2 | i | 47 | -5
10 | O=C(CSc1ncn[nH]1)Nc1ccc(Br)cc1F | 0.6% | i | 1.0 | 3.1 | 4.7 | 11 | i | 38 | .
11 | CCCc1cc(-c2n[nH]c(=S)n2C(C)c2ccccc2)cs1 (stereo unspecified) | -0.6% | i | 2.0 | 1.8 | 1.5 | 7.9 | i | 8 | -17
12 | NC(CSCc1ccccc1Cl)C(=O)O (stereo unspecified) | -0.6% | i | 0.2 | 5.0 | 1.4 | 1.6 | i | 18 | 2
13 | COc1ccc(C(=O)NN2CCCCC2)cc1OC | 0.2% | i | 8.1 | 2.3 | 1.8 | 4.3 | i | 49 | 2
14 | CC(=O)c1cccc(NC(=S)N2CCN(CCN3C(=O)c4cccc5cccc(c45)C3=O)CC2)c1 | -0.6% | i | 0.9 | 2.5 | 2.6 | 12 | i | 50 | 12
15 | Cc1nn(Cc2ccccc2)c(C)c1/C=N/NC(=O)c1ccncc1 | 1.1% | i | 0.5 | . | . | . | i | 19 | 3
16 | COc1ccccc1NC(=S)N1CC(C)OC(C)C1 (stereo unspecified) | 0.6% | i | 0.3 | 2.6 | 0.9 | 1.2 | i | 62 | 0
17 | CCOC(=O)CC12CN3CN(C1)CC(CC(=O)OCC)(C3)C2=O | 0.1% | + | 1.9* | 3.4 | 0.4 | 23 | i | 26 | 19
18 | O=C(CSc1nc2ccccc2c(=O)[nH]1)N1CCCCC1 | 0.2% | i | 1.9 | 5.7 | 2.5 | 1.8 | i | 28 | .

cpd | Hep lipid drop cells 6.5 µM | bCat nuc transl | bCat nuc transl cell count 5 µM | WT yeast gro inh | WT yeast gro inh mutant strain | Insulin prom up | Insulin prom up cell count | Autophagy mod | Autophagy mod cell loss 18 h
1 | 525 | -1.5 | 1078 | -5 | -5 | 1.4 | 1619 | i | 14
2 | 784 | . | . | . | . | . | . | . | .
3 | 735 | . | . | 17 | 20 | . | . | i | 7
4 | . | 0.3 | 1384 | 7 | -7 | 0.72 | 1138 | i | 2
5 | 537 | -1.0 | 1069 | -5 | -11 | -0.69 | 1416 | i | -6
6 | 500 | -1.0 | 1043 | 1 | -2 | -0.1 | 1486 | i | -9
7 | 810 | . | . | . | . | . | . | . | .
8 | . | -7.3 | 987 | -19 | -7 | 0.05 | 1358 | i | -9
9 | 755 | -0.3 | 1163 | -22 | -37 | -0.43 | 995 | i | -1
10 | . | 0.2 | 1239 | 1 | 14 | 1.1 | 979 | i | 7
11 | 752 | -4.4 | 1278 | 64* | 15* | -0.82 | 995 | i | 33
12 | 705 | -2.8 | 1075 | -5 | -17 | -0.27 | 1105 | i | -2
13 | 701 | -1.6 | 1073 | 5 | 15 | -0.39 | 1907 | i | 14
14 | 703 | -0.3 | 1106 | -13 | -6 | -0.7 | 1215 | i | 1
15 | 782 | 0.4 | 1347 | . | . | 0.16 | 1224 | . | .
16 | 666 | -5.0 | 1035 | 5 | 15 | 0.04 | 1601 | i | 17
17 | 667 | -1.0 | 1064 | -8 | -17 | -0.04 | 2006 | i | 5
18 | . | . | . | 4 | 4 | 1.1 | 938 | i | 6

Copied from above for reference:
cpd | molecule | West Nile antiviral | Myeloid diff MLP | Myeloid diff MLP GFP+ MAC1+ % | MT stabilize HCS | MT stabilize HCS Hoechst-high % | MT stabilize HCS cytotoxicity % | T cell HTS | T cell HTS vesicle-bound % | Hep lipid drop
1 | COc1ccc(CNC(=O)CSc2ccc(Br)cc2)cc1OC | -0.5% | i | 0.4 | 2.0 | 3.1 | 8.8 | i | 43 | -4
2 | CSCC(=O)N1CCc2ccc(NC(=O)c3ccccc3Cl)cc2C1 | -0.8% | i | 0.4 | . | . | . | i | 55 | 2
3 | O=C1CCCN1CCC1CCN(C(=O)Nc2ccccc2)CC1 | -0.1% | i | 6.6 | 1.9 | 0.1 | 21 | i | 28 | 2
4 | CN1CCN(C(=O)c2ccc3c(c2)NC(=O)C(N2CCOCC2)S3)CC1 (stereo unspecified) | 0.3% | i | 1.0 | 2.7 | 3.2 | 0.8 | i | 17 | .
5 | Cc1cc(=O)[nH]c(SCc2nnnn2-c2ccc(Cl)cc2)n1 | -0.2% | i | 0.9 | 5.5 | 3.1 | 0.6 | i | 41 | 17

cpd | Hep lipid drop cells 6.5 µM | bCat nuc transl | bCat nuc transl cell count 5 µM | WT yeast gro inh | WT yeast gro inh mutant strain | Insulin prom up | Insulin prom up cell count | Autophagy mod | Autophagy mod cell loss 18 h
1 | 525 | -1.5 | 1078 | -5 | -5 | 1.4 | 1619 | i | 14
2 | 784 | . | . | . | . | . | . | . | .
3 | 735 | . | . | 17 | 20 | . | . | i | 7
4 | . | 0.3 | 1384 | 7 | -7 | 0.72 | 1138 | i | 2
5 | 537 | -1.0 | 1069 | -5 | -11 | -0.69 | 1416 | i | -6

Random draw from the library (roughly 3.9% active in at least one column).
